# SENP6 block: blocks the human protease SENP6; Q9GZR1; Recombinant SENP6 catalytic domain, aminoluciferin luminescence; inhibition, % at 10 µM; hit rate 1.8% among 330,000;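 active = inhibition above about 50% at the single tested dose, limit read from the data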;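 also: plate controls were DMSO wells with enzyme for no effect and DMSO wells lacking enzyme for full effect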
# Apaf-1 inh: human Apaf-1 inhibition; O14727; reconstituted apoptosome caspase-3 activity, DEVD-Rh110 fluorescence; inhibition, % at 20 µM; hit rate 0.71% among 330,000; AID 489030; active = inhibition of at least 40% at 20 µM;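 also: plate controls were DMSO wells for no effect and DEVD-CHO caspase inhibitor wells for full effect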
#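 System: reconstituted apoptosome with Apaf-1, cytochrome c, caspase-9, procaspase-3, dATP; Signal: Rh110 fluorescence intensity; Schedule: 30 min compound preincubation, 50 min activation, room temperature; Reagent: cytochrome c trigger plus (Z-DEVD)2-Rh110 caspase-3 substrate.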
# SENP8 block-1: inhibitors of human SENP8 protease. purified SENP8, Z-RLRGG-aminoluciferin cleavage, luminescence. AID 2540. Q96LD8. inhibition, % at 10 µM. hit rate 1.2% among 330,000; in the data active = inhibition above about 50%
# Target sequence (Q96LD8 whole entry, looked up): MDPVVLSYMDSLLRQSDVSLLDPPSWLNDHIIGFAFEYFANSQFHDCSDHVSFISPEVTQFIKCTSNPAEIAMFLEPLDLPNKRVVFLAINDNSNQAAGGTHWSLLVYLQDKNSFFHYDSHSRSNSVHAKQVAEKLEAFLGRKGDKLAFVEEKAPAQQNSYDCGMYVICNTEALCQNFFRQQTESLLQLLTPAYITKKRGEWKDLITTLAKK
# SENP7 inh: SENP7 protease inhibition | recombinant SENP7, Z-RLRGG-aminoluciferin luminescence, 40 min | inhibition, % at 5 µM | hit rate 1.5% among 330,000 | AID 434973;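 active = inhibition above about 50% at the single test dose, limit read from the data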;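 also: plate controls were DMSO with enzyme for no effect and no enzyme buffer wells for full effect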
# Target sequence (Q9BQF6 706-1050 limits assumed): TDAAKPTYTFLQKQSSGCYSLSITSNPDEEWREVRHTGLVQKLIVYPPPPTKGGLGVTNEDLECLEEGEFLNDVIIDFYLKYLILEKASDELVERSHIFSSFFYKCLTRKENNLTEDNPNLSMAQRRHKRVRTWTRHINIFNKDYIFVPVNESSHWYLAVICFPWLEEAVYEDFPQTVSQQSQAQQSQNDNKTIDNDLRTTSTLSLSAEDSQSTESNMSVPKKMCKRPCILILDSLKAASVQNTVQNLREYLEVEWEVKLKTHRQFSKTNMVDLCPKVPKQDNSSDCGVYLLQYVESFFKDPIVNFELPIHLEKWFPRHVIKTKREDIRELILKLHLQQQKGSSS
# PfGluPho inh: PfG6PD (Plasmodium falciparum) enzyme inhibition | inhibition, % at 20 µM | PfGluPho enzyme, NADPH resazurin-diaphorase fluorescence | hit rate 0.78% among 350,000;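 active = inhibition reaching at least a set limit at 20 µM in the primary screen, cut at about 59% in these data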;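 also: 0% = DMSO wells with substrate and 100% = DMSO wells lacking glucose-6-phosphate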
# NLRP3 yeast inh: inhibitors of NALP3 inflammasome in yeast; Yeast reconstituted NLRP3/ASC/caspase-1, beta-gal luminescence, 24 h; inhibition, % at 10 µM; hit rate 0.39% among 330,000;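 active = inhibition of 50% or more; inactive = inhibition below 50%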;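 also: plate controls were induced DMSO wells for no effect and uninduced yeast grown without galactose for full effect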
# HKDC1 inh: blocks human hexokinase HKDC1 activity | AID 493160 | hit rate 0.16% among 340,000 | recombinant HKDC1, G6PDH/diaphorase resazurin coupled fluorescence | inhibition, % at 20 µM;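 active = inhibition above about 35% when tested at 20 µM, limit read from the data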;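 also: plate controls were DMSO wells with enzyme for no effect and DMSO wells lacking enzyme for full effect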
#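 test system = in-house recombinant HK5 (HKDC1) enzyme | amount = HKDC1 at 5 µg/mL | control set = DMSO-enzyme wells negative, buffer-substituted wells positive | compound = one dose of 20 µM, 1% DMSO | schedule = reaction time 90 min, room temperature, protected from light | technique = resorufin fluorescence at 613 nm | reagent = glucose with 1 mM ATP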
# SENP1 inh: inhibitors of human SENP1 SUMO protease catalytic domain. hit rate 0.21% among 360,000. inhibition, % at 10 µM. recombinant SENP1 catalytic domain, CyPet-SUMO1-YPet FRET cleavage. Q9P0U3;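 active = inhibition at least 30% at 10 µM, raw YFP signal under a set limit, fluorescence ratio 0.5 to 1.5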;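 also: 0% = enzyme with DMSO and 100% = no enzyme wells; some results filed as inactive read as strong as hits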
# Target sequence (Q9P0U3 419-644 limits assumed): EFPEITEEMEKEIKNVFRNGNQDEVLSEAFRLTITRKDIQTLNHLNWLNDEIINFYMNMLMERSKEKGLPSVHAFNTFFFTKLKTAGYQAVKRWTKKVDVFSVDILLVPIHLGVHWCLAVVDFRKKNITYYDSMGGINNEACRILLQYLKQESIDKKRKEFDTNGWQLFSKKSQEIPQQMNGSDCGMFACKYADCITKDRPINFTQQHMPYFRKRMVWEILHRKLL
#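 System: Recombinant human SENP1 catalytic domain, His6-tagged | Incubation: Enzyme reaction for 50 min at room temperature, dark | Medium: Tris pH 8 with BME, BSA, NP40 and catalase | Also added: 25 nM SUMO1 FRET substrate | Compound: 10 µM single point, 0.5% DMSO | Measured by: FRET fluorescence in CFP and YFP emission channels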
# SENP8 block-2: inhibitors of human SENP8 protease | Q96LD8 | recombinant SENP8, Nedd8 substrate fluorescence | inhibition, % at 20 µM | hit rate 0.64% among 360,000 | AID 602440; in the data active = inhibition mostly above about 40%, no sharp cut-off; inactive = mostly below about 27%
# Starred values were filed as active, the others as inactive; . = no result given.
SMILES,SENP6 block,Apaf-1 inh,SENP8 block-1,SENP7 inh,PfGluPho inh,NLRP3 yeast inh,HKDC1 inh,SENP1 inh,SENP8 block-2
O=C1CC(Sc2ncn[nH]2)C(=O)N1c1ccccc1 (stereo not given),-13,-4,-3,0,13,17,-5,2,9
O=C(NCc1ccco1)c1ccc(F)c(S(=O)(=O)N2CCCCC2)c1,-40,6,-2,-4,10,10,-7,1,12
CN(CCCNC(=O)c1ccc(N2CCCC2=O)cc1)c1ccccc1,-1,0,5,7,-2,3,-6,-2,23
CC(=O)Nc1ccc(S(=O)(=O)N(C)CC(=O)OC2CCCCC2=O)cc1 (stereo not given),11,7,8,0,0,6,-4,0,-9
CC(=O)NC1(NC(C)=O)CCN(C)C(c2ccccc2)C1C (stereo not given),4,2,8,7,-10,13,-3,0,30
COc1ccccc1C(=O)NCCC(=O)NC1=NCCS1,3,-2,0,1,3,3,-5,2,8
CC1CC(NC(=O)c2cnc3n(c2=O)CCS3)CC(C)(C)C1 (stereo not given),-13,16,-13,0,0,7,-4,2,3
Cc1cc(C)c(C(=O)/C=C/c2cccc3ccccc23)c(=O)[nH]1,3,11,-4,1,7,12,13,-25,-2
COc1cc(/C=N/NC(=O)CCn2nnc3ccccc32)ccc1O,-3,-9,2,-4,10,-28,-8,1,2
COc1ccccc1/C=N/OC(=O)c1ccc(C)cc1,-15,5,22,21,15,28,-4,9,-13
COC(=O)c1ccc(Cn2cnc3c(Cl)ncnc32)cc1,.,.,.,.,-19,.,-1,1,24
O=S(=O)(NOCc1ccc(Cl)cc1)c1ccc(Cl)cc1,-14,12,-7,6,7,37,-1,0,15
Cc1nn(C2CCCCC2)c(N)c1-c1ccccc1,0,-4,2,-5,1,10,-6,-1,1
O=[N+]([O-])c1cccc(CN2CCN(c3cccc4[nH]ccc34)CC2)c1,-5,11,-8,-5,5,18,4,0,25
O=C(NCCCl)Nc1ccc(Cl)c([N+](=O)[O-])c1,3,5,2,4,15,0,-13,-1,20
Nc1ncnc(Sc2ncccn2)c1[N+](=O)[O-],.,.,.,.,-3,.,-3,3,16
CCOC(=O)N1CCC(N2C(=O)c3ccc(C(=O)Nc4ccc(OC)cc4)cc3C2=O)CC1,-8,-18,5,-2,-5,17,-4,0,3
CCCn1nnnc1NCc1ccccc1OCC,2,2,7,11,-9,14,0,1,15
CCOC(=O)c1c(C)[nH]c(C(=O)CSc2nc3ccccc3o2)c1C,0,9,10,5,-17,13,-2,-7,22
CCCn1nc(NS(=O)(=O)c2ccccc2)c2cc3cc(C)ccc3nc21,15,4,-4,-6,-19,12,6,-21,-55
N#CCC(=O)c1sccc1-n1cccc1,31,8,9,10,-4,17,-2,-5,-18
Cc1ccc2nc(SCC(=O)Nc3nnc(SCC(N)=O)s3)[nH]c2c1,-2,-21,-3,3,-4,5,-6,2,14
CCc1nnc(NC(=O)C2CCN(C(=O)NC3CCCCC3)CC2)s1,-2,4,-3,6,-10,3,-3,2,14
COc1ccc(OC)c(C2C(C(=O)c3ccc(C)o3)=C(O)C(=O)N2CCN2CCOCC2)c1 (stereo not given),5,2,0,-6,5,6,2,-4,-38
COc1ccc(C2C(C#N)=C(C)NC(C)=C2C(=O)OC(C)C)c(OC)c1 (stereo not given),-2,12,-5,0,-9,14,-2,-2,-400
O=C(O)CC(SCC(=O)NC1CCCc2ccccc21)C(=O)O (stereo not given),-7,-12,-6,9,3,-2,1,2,33
O=C(N/N=C\c1cccnc1)c1ccc(Cl)cc1Cl,5,-3,0,-6,8,6,-7,-1,21
CCOc1ccc(NC(=O)N(c2ccccc2)c2ccccc2)cc1,-15,-8,-1,-2,-11,16,-7,1,17
CCCN1CCN(C(=O)c2cc(COc3ccc4ncccc4c3)on2)CC1,-7,-12,-7,9,2,12,-1,1,-9
COc1ccc(N(CC(O)CN2CCCCC2)S(=O)(=O)c2ccc(C)cc2)cc1 (stereo not given),0,-12,-12,-4,-18,9,6,-2,13

# Single values from above.
# CC(=O)Nc1ccc(S(=O)(=O)N(C)CC(=O)OC2CCCCC2=O)cc1 (stereo not given) | PfGluPho inh: 0
# Cc1cc(C)c(C(=O)/C=C/c2cccc3ccccc23)c(=O)[nH]1 | NLRP3 yeast inh: 12

# Four entries from above, with bars between the fields.
Molecule | SENP6 block | Apaf-1 inh | SENP8 block-1 | SENP7 inh | PfGluPho inh | NLRP3 yeast inh | HKDC1 inh | SENP1 inh | SENP8 block-2
N#CCC(=O)c1sccc1-n1cccc1 | 31 | 8 | 9 | 10 | -4 | 17 | -2 | -5 | -18
Cc1ccc2nc(SCC(=O)Nc3nnc(SCC(N)=O)s3)[nH]c2c1 | -2 | -21 | -3 | 3 | -4 | 5 | -6 | 2 | 14
CCc1nnc(NC(=O)C2CCN(C(=O)NC3CCCCC3)CC2)s1 | -2 | 4 | -3 | 6 | -10 | 3 | -3 | 2 | 14
COc1ccc(OC)c(C2C(C(=O)c3ccc(C)o3)=C(O)C(=O)N2CCN2CCOCC2)c1 (stereo not given) | 5 | 2 | 0 | -6 | 5 | 6 | 2 | -4 | -38

# Other structures follow:
SMILES,SENP6 block,Apaf-1 inh,SENP8 block-1,SENP7 inh,PfGluPho inh,NLRP3 yeast inh,HKDC1 inh,SENP1 inh,SENP8 block-2
CCOC(=O)c1c(S(=O)(=O)NCCc2ccc(OC)c(OC)c2)c(C)n(C)c1C,-8,-4,-2,-8,-4,2,0,1,12
N/C(=N\OC(=O)CCC1CCCC1)c1ccc([N+](=O)[O-])cc1,-7,15,-9,-10,9,-10,-8,4,11
CN(C)CCCN1CC(C(=O)O)CC1=O (stereo not given),-41,-2,1,-4,1,6,-7,0,1
CCOC(CNC(=O)c1ccc2c(c1)nc(C)n2-c1cccc(F)c1)OCC,-17,5,0,-4,-10,-14,7,1,12
O=C(COc1ccc(C2SCCS2)cc1)NNC(=O)C(Cl)Cl,-34,13,-3,-3,-9,21,-4,2,6
O=C(Nc1ccccc1C(=O)N1CCOCC1)c1noc2c1CCCC2,-2,-23,0,6,-10,-5,12,2,13
O=[N+]([O-])c1ccccc1CN1CCN(c2ncccn2)CC1,13,-13,-3,-7,-17,27,3,2,5
Cc1cc(C)cc(SCc2noc(C(=O)NCCCN3CCOCC3)c2C(=O)NCCCN2CCOCC2)c1,-24,8,-16,8,-2,18,-8,1,24
O=C(N/N=C\c1cc([N+](=O)[O-])ccc1N1CCCC1)c1ccccn1,20,6,5,4,21,19,-14,-12,6
COc1ccc(OC)c(CNC(=O)CCc2nc(-c3cccs3)no2)c1,-4,2,4,-3,21,6,-2,3,20
CC(C)C(C)NC(=O)COc1ncnc2sccc12 (stereo not given),-5,-18,3,9,3,4,6,-7,8
CCOC(Cn1c(SCC(=O)Nc2cc(C)on2)nc2ccccc2c1=O)OCC,12,-12,-3,0,6,0,-4,3,12
CC1CN(C)C(C)c2c1oc1ccc([N+](=O)[O-])cc21 (stereo not given),-15,-8,3,1,0,14,-4,0,23
O=C(CCCCCCN1C(=O)c2ccccc2C1=O)NC1CCCCC1,-7,-2,-6,-1,-13,25,11,1,17
O=C(C=C1NCCN1)c1ccccc1,13,-11,12,0,6,-12,2,-2,22

# Fetched by compound from the entries so far (7):
SMILES,SENP6 block,Apaf-1 inh,SENP8 block-1,SENP7 inh,PfGluPho inh,NLRP3 yeast inh,HKDC1 inh,SENP1 inh,SENP8 block-2
Cc1cc(C)cc(SCc2noc(C(=O)NCCCN3CCOCC3)c2C(=O)NCCCN2CCOCC2)c1,-24,8,-16,8,-2,18,-8,1,24
CC1CN(C)C(C)c2c1oc1ccc([N+](=O)[O-])cc21 (stereo not given),-15,-8,3,1,0,14,-4,0,23
CCOC(CNC(=O)c1ccc2c(c1)nc(C)n2-c1cccc(F)c1)OCC,-17,5,0,-4,-10,-14,7,1,12
O=C(CCCCCCN1C(=O)c2ccccc2C1=O)NC1CCCCC1,-7,-2,-6,-1,-13,25,11,1,17
O=C(COc1ccc(C2SCCS2)cc1)NNC(=O)C(Cl)Cl,-34,13,-3,-3,-9,21,-4,2,6
O=[N+]([O-])c1ccccc1CN1CCN(c2ncccn2)CC1,13,-13,-3,-7,-17,27,3,2,5
O=C(C=C1NCCN1)c1ccccc1,13,-11,12,0,6,-12,2,-2,22

# (next part)
SMILES,SENP6 block,Apaf-1 inh,SENP8 block-1,SENP7 inh,PfGluPho inh,NLRP3 yeast inh,HKDC1 inh,SENP1 inh,SENP8 block-2
NS(=O)(=O)c1ccc(NC(=S)NC(=O)c2ccc(Br)o2)cc1,-24,14,-11,-4,-11,8,-8,-32,0
O=C(OCc1nc2ccccc2[nH]1)C1CCCCC1,-4,-6,-19,-7,-16,15,-6,0,6
CCCCNC(=O)C(=O)NCCCn1ccnc1,-17,-8,-1,-3,1,3,-2,1,0
c1cncc(-c2nnc(-c3cccs3)o2)c1,8,5,-7,0,-1,11,-1,-1,-133
Cc1ccoc1C(=O)N1CCCC(CO)(Cc2ccc(F)cc2)C1 (stereo not given),-6,8,5,-6,7,24,-5,0,8
CCN(CC)S(=O)(=O)c1ccc(NC(=O)COc2c(OC)cccc2OC)cc1,-17,17,-3,2,10,-32,-2,0,11
COc1cccc(C(=O)C(C#N)=C(SC)SC)c1,-4,-18,15,-4,42,-7,-3,0,12
Cc1ccc(NC(=O)CSCC(=O)N(C)CC(=O)Nc2cccc(F)c2)cc1,-14,7,2,-4,15,6,-3,1,12
Cc1cc(C)nc(N(C#N)Cc2ccc(Br)cc2)n1,-12,8,-7,-13,4,13,-6,2,-1
CCCOc1ccc(/C=N/NC(=O)CSc2ccccn2)cc1OC,-11,-7,-5,1,-5,13,3,3,7
Cc1ccc(NC(=O)c2ccccc2NC(=O)c2cccnc2)cc1,7,3,6,3,18,13,-3,1,19
N#C/C(=C/c1cn[nH]c1-c1ccc(Br)cc1)C(=O)O,6,11,-8,-2,11,2,2,-20,-28
CCOC(=O)C1=C(C)N(C)C(=S)NC1c1ccccc1 (stereo not given),-12,-9,1,0,0,10,-12,1,8
COc1ccc(CNC(=O)C(=O)NCc2cccnc2)cc1,-16,-13,4,-1,-7,18,0,0,2
CCn1c(SCC(=O)N2CCOCC2)nnc1C(C)NC(=O)c1ccccc1 (stereo not given),2,15,-10,-1,10,17,-4,1,6
Cc1cnc(C(=O)OCC(=O)NCc2ccccc2)cn1,-23,12,-6,-3,5,-7,1,-2,18
O=C(CCc1nc2ccccc2[nH]1)Nc1ccccc1F,-16,7,-6,5,-8,3,-3,2,13

# From PubChem BioAssay
